CHRM4 agonist: CHRM4 agonism in calcium assay. AID 624127. activation, % at 3 µM. P08173. 360,000 compounds, 0.14% hits. CHO-K1 hM4/Gqi5, Fluo-8 calcium fluorescence; vehicle 0%, full acetylcholine response 100%;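 active = activation above the run mean over all test wells plus 3 SD, cut at about 32% in these data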;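 also: peak over basal fluorescence ratio per well then scaled between controls; 0% = DMSO wells and 100% = acetylcholine at EC100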
Target sequence (P08173 whole entry, looked up): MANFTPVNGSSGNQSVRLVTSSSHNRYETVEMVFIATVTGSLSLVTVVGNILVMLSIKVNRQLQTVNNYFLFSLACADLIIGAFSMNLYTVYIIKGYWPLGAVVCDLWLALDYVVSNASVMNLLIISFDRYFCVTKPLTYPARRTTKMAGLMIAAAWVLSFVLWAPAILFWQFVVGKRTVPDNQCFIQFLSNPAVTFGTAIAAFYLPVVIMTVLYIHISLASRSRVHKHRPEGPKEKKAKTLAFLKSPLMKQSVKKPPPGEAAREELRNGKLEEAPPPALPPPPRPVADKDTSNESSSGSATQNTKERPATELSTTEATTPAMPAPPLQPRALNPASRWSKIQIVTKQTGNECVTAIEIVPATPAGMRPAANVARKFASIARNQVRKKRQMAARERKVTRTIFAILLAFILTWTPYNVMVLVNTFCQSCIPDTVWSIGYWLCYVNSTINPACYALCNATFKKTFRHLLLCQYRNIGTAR
M5 antag: antagonists of human muscarinic M5 receptor (CHRM5). P08912. CHO-hM5 cells, Fluo-8 calcium fluorescence, ACh EC80. inhibition, % at 3 µM. 360,000 compounds, 0.59% hits. AID 624040;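 active = inhibition above a per-plate cutoff, the mean of that plate's test compounds plus 3 SD, cut at about 27% in these data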;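 also: 0% = acetylcholine EC80 with DMSO and 100% = DMSO without agonist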
Target sequence (P08912 whole entry, looked up): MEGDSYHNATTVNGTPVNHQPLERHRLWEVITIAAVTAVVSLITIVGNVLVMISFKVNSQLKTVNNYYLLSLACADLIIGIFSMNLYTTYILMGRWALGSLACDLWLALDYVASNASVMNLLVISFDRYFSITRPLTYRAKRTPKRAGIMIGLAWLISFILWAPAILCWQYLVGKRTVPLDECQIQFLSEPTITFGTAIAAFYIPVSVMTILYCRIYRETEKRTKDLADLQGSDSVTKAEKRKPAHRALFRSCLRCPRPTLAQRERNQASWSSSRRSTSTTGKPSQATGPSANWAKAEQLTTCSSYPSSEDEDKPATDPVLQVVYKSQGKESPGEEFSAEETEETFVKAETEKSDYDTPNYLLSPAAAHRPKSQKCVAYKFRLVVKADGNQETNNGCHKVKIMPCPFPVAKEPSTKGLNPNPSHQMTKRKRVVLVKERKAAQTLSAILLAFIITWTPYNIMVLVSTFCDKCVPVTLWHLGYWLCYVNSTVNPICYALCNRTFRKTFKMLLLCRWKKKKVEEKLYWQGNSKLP
M5 ag: CHRM5 agonism in calcium assay; CHO-K1 hM5 cells, Fluo-8 calcium fluorescence; 0% DMSO wells, 100% maximal acetylcholine response; activation, % at 3 µM; 360,000 compounds, 0.19% hits; AID 624037;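 active = activation above the run's mean over test compounds plus 3 SD, cut at about 23% in these data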;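 also: signal is peak over basal fluorescence ratio across the kinetic read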
CHRM4 antagonist: blocks acetylcholine activation of human M4 receptor | P08173 | CHO-hM4 cells, ACh EC80, Fluo-8 calcium fluorescence | inhibition, % at 3 µM | 360,000 compounds, 0.73% hits;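 active = inhibition above its plate's cutoff, the mean inhibition of sample wells plus 3 SD, cut at about 27% in these data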;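 also: 0% = acetylcholine EC80 with DMSO and 100% = DMSO without agonist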
CHRM5 PAM: CHRM5 positive allosteric modulation; activation, % at 3 µM; CHO-K1 hM5, Fluo-8 calcium, ACh EC20 PAM; 0% = ACh EC20, 100% = ACh EC100; 360,000 compounds, 0.3% hits; P08912; AID 624038;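 active = activation above the run cutoff, the mean activation of all test compounds plus 3 SD, cut at about 18% in these data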
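system = human M5 receptor in CHO-K1 cells | reagent = EC20 acetylcholine as agonist stimulus | compound dosing = single-point, 3 µM nominal | incubation = Fluo-8 loading 80 min at 37 °C plus 30 min room temperature | detection = Fluo-8 calcium dye fluorescence, kinetic read | benchmarks = low control EC20 acetylcholine (0%), high control EC100 acetylcholine (100%)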
CHO-K1 Ca PAM: M1 PAM counterscreen hit in parental CHO-K1 cells; activation, % at 3 µM; 360,000 compounds, 0.02% hits; AID 602247; ATP EC20, Fluo-8 calcium fluorescence; 0% at ATP EC20, 100% at ATP max;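 active = activation above the run cutoff, the mean activation of all test compounds plus 3 SD, cut at about 40% in these data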;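 also: peak over basal fluorescence ratio in a 140 s read after ATP addition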
CHO-K1 Ca ag: nonselective activator or artifact in parental CHO-K1 cells; Fluo-8 calcium fluorescence; scaled to maximal ATP response, vehicle zero; activation, % at 3 µM; 360,000 compounds, 0.48% hits; AID 602248; in the data active = activation above about 15%;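 also: untransfected CHO-K1 host cells lacking M1 receptor as counterscreen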
CHRM4 PAM: positive allosteric modulators of human muscarinic M4 receptor | activation, % at 3 µM | CHO-K1 hM4/Gqi5, Fluo-8 calcium fluorescence, ACh EC20; 0% = ACh EC20, 100% = maximal ACh | 360,000 compounds, 0.4% hits | AID 624126;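 active = activation above its plate's cutoff, the mean activation of sample wells plus 3 SD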; also: some results filed as inactive read as strong as hits
CHO-K1 Ca antag: counter-screen for M1 antagonists: effect in parental CHO-K1 cells. ATP-induced calcium, Fluo-8 fluorescence. inhibition, % at 3 µM. 360,000 compounds, 0.6% hits. AID 602250;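 active = inhibition above a per-plate cutoff, the plate's mean sample inhibition plus 3 SD, cut at about 24% in these data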;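 also: 0% = DMSO plus EC80 ATP and 100% = DMSO alone without ATP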
An asterisk follows results filed as active.

SMILES	CHRM4 agonist	M5 antag	M5 ag	CHRM4 antagonist	CHRM5 PAM	CHO-K1 Ca PAM	CHO-K1 Ca ag	CHRM4 PAM	CHO-K1 Ca antag
O=C(Nc1ccccc1C(=O)NCc1ccccc1)c1ccccc1	6	19	-5	10	-16	3	1.4	-6	-7
CC1CCN(C(=O)COC(=O)c2n[nH]c3ccccc23)CC1	2	2	2	-3	-6	12	0.6	-1	-7
NC1=NCc2ccccc21	3	1	0	-2	1	14	0.5	10	-23
COc1ccc(/C=C/C(O)=C2/C(=O)N(C)C3(C)CC2c2ccccc2O3)cc1 (centres undefined)	1	-4	-8	-14	-9	10	1.0	-3	1
CCC(=O)N1CCCN(S(=O)(=O)c2ccc(C)cc2)C1c1ccc(OC)cc1 (centres undefined)	2	1	-2	-10	9	2	0.0	4	-5
N=c1n(CC(=O)c2ccc([N+](=O)[O-])cc2)c2ccccc2n1Cc1ccccc1	0	-1	-2	-3	2	10	0.3	1	2
Cc1nn(Cc2ccccc2)c2sc(C(=O)NCc3cccnc3)cc12	2	2	-1	10	-3	9	0.7	-5	-13
COc1cccc(CNC(=O)COC(=O)CCS(=O)(=O)c2ccc(C)cc2)c1	1	6	-3	6	5	-14	0.0	9	-5
Cn1c(-c2ccc(=O)[nH]c2)nc2ccccc21	0	5	-1	7	4	2	-0.3	-4	-7
O=C(NCCN1CCOCC1)NC1(C(F)(F)F)Oc2ccc(Cl)cc2O1 (centres undefined)	1	3	-1	1	-1	16	0.6	7	-11
CC1CN(C(=O)CCC(=O)NC2CCN(Cc3ccccc3)CC2)c2ccccc2O1 (centres undefined)	3	-2	-4	-2	0	25	0.3	-1	-7
COc1ccc(N2CCCn3c2nc2c3c(=O)n(Cc3ccccc3)c(=O)n2C)c(OC)c1	-1	5	-1	-2	4	-10	-0.3	-2	-4
CCOC(=O)c1c(C)nc(C(Cl)(Cl)Cl)nc1N	1	-3	2	-10	2	7	1.1	8	-4
O=C(/C=C/c1ccco1)Nc1cc(Cl)ccc1C(=O)O	0	2	-2	5	-8	-12	0.3	-4	-2
NC1=NC(=O)C(CC(=O)c2ccc(Cl)cc2)S1 (centres undefined)	1	5	1	-1	-5	4	-0.1	6	-2
CN(C(=O)c1ccncc1)c1nnc(-c2cccnc2)s1	0	10	-3	5	-8	10	0.4	4	-1
CC(C)CC1NC(=O)N(CCCCN2C(=O)c3ccccc3C2=O)C1=O (centres undefined)	4	-21	3	-4	6	1	1.1	-2	9
CCOc1ccc(C(=O)NC2CCN(C(=S)Nc3ccccc3C)CC2)cc1	0	-4	-5	-6	-6	7	0.0	0	-14
Cc1ccc(-c2ccc(SCC(=O)NC3CCCC3)nn2)cc1	1	19	0	7	-6	1	0.2	2	-9
Cc1nc(-c2ccccc2)nc2[nH]ccc(=O)c12	1	2	1	-1	0	-3	0.2	3	-1
COc1ccccc1N(C)S(=O)(=O)c1ccc(Cl)c(C(=O)NCc2cccnc2)c1	4	13	3	-3	-6	-26	0.8	-2	8
O=C(CSc1n[nH]c(-c2ccccc2)n1)c1ccc(O)c(O)c1	0	14	0	-8	-5	-9	0.5	10	7
O=Cc1ccc(-c2c(-c3ccccc3)oc3c2C(OCCCCO)CCC3)o1 (centres undefined)	1	10	0	5	-8	20	1.0	4	-1
CC(C)OC(=O)C1C(=O)CC(C)(O)C(C(=O)OC(C)C)C1c1cccc(O)c1 (centres undefined)	2	-1	1	1	-1	7	0.8	3	-4
O=C(Cn1ccc([N+](=O)[O-])n1)Nc1nc2ccccc2s1	2	6	1	16	2	-18	0.8	16	-3
CCCN(CCO)Cc1cccc(Oc2ccccc2)c1	0	-4	-5	1	2	9	3.2	-1	12
COc1cccc(CN(C(=O)Cn2nnc(-c3ccccc3F)n2)C(C(=O)NC(C)(C)C)c2ccncc2)c1 (centres undefined)	6	-5	0	0	-4	12	0.9	1	-1
Fc1ccc(Br)cc1/C=N/n1cnnc1	0	5	-2	0	-1	8	0.2	6	6
CC(C)(C)OC(=O)C[C@H]1C/C=C\C[C@@H](CC(=O)N[C@@H](CO)Cc2ccccc2)C(=O)N2CCC[C@H]2COC1=O	5	1	2	3	4	2	0.4	2	-15
S=C1CCSc2ccc(Cl)cc2N1	0	7	-7	-1	-6	5	-0.2	0	-6

A draw from above in order of number of heavy atoms, descending:
SMILES	CHRM4 agonist	M5 antag	M5 ag	CHRM4 antagonist	CHRM5 PAM	CHO-K1 Ca PAM	CHO-K1 Ca ag	CHRM4 PAM	CHO-K1 Ca antag
CC(C)CC1NC(=O)N(CCCCN2C(=O)c3ccccc3C2=O)C1=O (centres undefined)	4	-21	3	-4	6	1	1.1	-2	9
CN(C(=O)c1ccncc1)c1nnc(-c2cccnc2)s1	0	10	-3	5	-8	10	0.4	4	-1
Fc1ccc(Br)cc1/C=N/n1cnnc1	0	5	-2	0	-1	8	0.2	6	6

Other structures
SMILES	CHRM4 agonist	M5 antag	M5 ag	CHRM4 antagonist	CHRM5 PAM	CHO-K1 Ca PAM	CHO-K1 Ca ag	CHRM4 PAM	CHO-K1 Ca antag
CC(Oc1ccccc1)C(=O)Nc1cccc(F)c1 (centres undefined)	-1	-9	-2	7	7	22	0.4	1	-6
CCc1cc[n+](-c2nc3ccccc3nc2C(=C=[N-])C#N)cc1	0	-2	0	-2	6	-3	-0.1	18	8
C/C(Cc1ccccc1)=N\NC(=O)c1cc(C(C)(C)C)[nH]n1	0	-3	-1	3	-5	-8	0.2	-2	6
Cc1cc(O)ccc1N1C(=O)c2cccc3cc([N+](=O)[O-])cc(c23)C1=O	0	-4	2	4	1	18	0.2	7	-8
Cc1cc(C(F)(F)F)nn1CC(=O)NNC(=S)Nc1cccc(Cl)c1	1	-3	4	6	1	15	0.1	1	-18
CC(=O)OC[C@@H]1CN(Cc2ccccc2)C[C@H](n2ccc3c(N)ncnc32)O1	2	0	1	-6	3	18	0.1	5	-3
CCC1(c2ccc(Cl)cc2)NC(=O)N(CC(=O)NC2CCCC(C)C2C)C1=O (centres undefined)	3	-5	1	-5	4	-6	0.2	9	-6
O=C(Nc1ccccc1)Nc1nncs1	1	-3	0	-9	-1	12	0.0	-3	2
C[C@H](NC(=O)C1CCN(S(=O)(=O)c2ccccc2)CC1)C(=O)NCc1ccc(Cl)c(Cl)c1	9	-4	0	12	-8	-17	4.1	-9	8
COc1cccc(C(=O)NNS(=O)(=O)c2ccc(F)cc2)c1	0	0	0	10	1	19	1.7	-3	-11
Cc1ccc(-c2nc(=S)c3c(n2CCN2CCOCC2)CC(C)(C)OC3)cc1	0	-1	0	3	0	18	2.2	4	-4
C/C(CC(=O)NCCc1ccccc1)=N\NC(=O)COc1ccc(Br)cc1	0	13	-2	-2	-4	14	2.2	4	-7
CC(=O)c1ccc(NC(=O)CCCN2C(=O)COc3ccc(C)cc32)cc1	5	11	-2	5	-8	-10	2.9	-5	-1
CC(C)n1nc(C(=O)OCC(=O)N(C)C2CCS(=O)(=O)C2)c2ccccc2c1=O (centres undefined)	-1	4	2	-2	-4	13	-0.1	6	-10
CC1=NN(C(=O)c2ccc(Cn3ccc([N+](=O)[O-])n3)cc2)C(O)(C(F)(F)F)C1 (centres undefined)	2	-6	-4	-6	1	10	0.3	0	-4
Cc1ccc2nc(-c3ccc4c(c3)OCCO4)cn2c1	0	4	-4	6	1	8	0.6	-3	-13
COc1ccc(N2CCN(S(=O)(=O)c3c(C(=O)N4CCOCC4)c(C)n(C)c3C)CC2)cc1	1	3	1	0	3	6	0.7	4	1
C[C@H]1CN([C@@H](C)CO)C(=O)c2cc(Br)cnc2O[C@@H]1CN(C)S(=O)(=O)c1cn(C)cn1	0	-7	0	-6	0	-11	-0.3	5	13
Cc1nnc(SCCOc2ccccc2)s1	0	1	-6	1	-3	-17	0.0	7	21
COc1ccc(-n2c(C)cc(C(=O)CN3CCC(C)CC3)c2C)cc1	2	-2	-4	2	-7	16	0.7	-14	-5
CCN(C(=O)CSc1ncnc2sc(C)c(C)c12)C1CCS(=O)(=O)C1 (centres undefined)	8	16	3	-1	-8	-12	5.5	-2	23
O=C(COC(=O)Cc1ccccc1F)Nc1ccc2[nH]c(=O)[nH]c2c1	0	-2	0	-1	1	-1	0.6	3	0
NS(=O)(=O)c1cccc(NC(=O)COC(=O)C2CCCCC2)c1	1	-6	4	1	1	2	-0.4	-5	-3
Cn1c(CCNC(=O)c2ccccc2)nc2cc(NC(=O)c3ccco3)ccc21	5	-4	2	4	-1	8	1.3	19	10
Cc1nn(-c2ncc(C(F)(F)F)cc2Cl)c(=O)n1-c1cccc(F)c1	0	-3	1	6	2	7	0.2	1	-6
CC1CCCCC12NC(=O)N(CC(=O)Nc1ccc3c(c1)OCO3)C2=O (centres undefined)	1	-3	3	-4	-2	-9	0.5	-2	13
CCOC(=O)COc1ccc(Br)cc1/C=C1\SC(N)=NC1=O	2	-3	7	0	-3	-4	0.9	6	11
Cc1cc(N2C(=O)C(O)=C(C(=O)c3ccc(C)o3)C2c2cccs2)no1 (centres undefined)	-2	-9	5	8	6	-11	-0.1	11	19
COc1ccccc1NS(=O)(=O)c1ccc(C(=O)N2CCCCCC2)cc1	6	4	15	-6	-3	-3	2.1	-5	9
Cc1cc(C(=O)N2CCN(c3ccc(C(F)(F)F)cn3)CC2)c(C)o1	6	1	1	-6	-4	12	7.8	-10	-8

Whole records as entered above. Screens in order: CHRM4 agonist, M5 antag, M5 ag, CHRM4 antagonist, CHRM5 PAM, CHO-K1 Ca PAM, CHO-K1 Ca ag, CHRM4 PAM, CHO-K1 Ca antag
Listed for Cc1nnc(SCCOc2ccccc2)s1 → 0, 1, -6, 1, -3, -17, 0.0, 7, 21
Listed for Cc1cc(N2C(=O)C(O)=C(C(=O)c3ccc(C)o3)C2c2cccs2)no1 (centres undefined) → -2, -9, 5, 8, 6, -11, -0.1, 11, 19
Listed for C[C@H]1CN([C@@H](C)CO)C(=O)c2cc(Br)cnc2O[C@@H]1CN(C)S(=O)(=O)c1cn(C)cn1 → 0, -7, 0, -6, 0, -11, -0.3, 5, 13

(next part)
SMILES	CHRM4 agonist	M5 antag	M5 ag	CHRM4 antagonist	CHRM5 PAM	CHO-K1 Ca PAM	CHO-K1 Ca ag	CHRM4 PAM	CHO-K1 Ca antag
CCCNC(=O)C1(C)CCCN(CC(=O)c2ccccc2OC)C1 (centres undefined)	0	6	-1	2	-3	-10	-0.1	-1	-5
O=C(CSc1ncccn1)NN=C1CCCCCCC1	0	0	0	4	-3	19	0.2	2	-14
CCOC(=O)Cn1c(=NC(=O)CSC(C)=O)sc2ccccc21	5	-1	1	-5	-6	25	0.9	-1	-10
Cc1ccc(C(=O)N/N=C\C=C\c2ccccc2[N+](=O)[O-])cn1	4	-13	-1	-10	12	-5	0.1	11	7
COc1cc(NC(=O)c2cc(Cl)ccc2Cl)ccc1-c1cc2ccccc2oc1=O	1	-9	-1	1	3	12	0.4	14	-25
CC(C)C(=O)NC(NC(=S)NC1CCS(=O)(=O)C1)C(Cl)(Cl)Cl (centres undefined)	-1	0	4	-12	-5	-1	0.1	-4	-6
O=[N+]([O-])c1ccccc1/C=N/N1CCN(c2ccncc2S(=O)(=O)N2CCCCC2)CC1	6	6	-2	-7	-3	10	2.6	0	-5
Nc1[nH]c(C(=O)c2ccccc2)c(-c2ccc(Cl)cc2Cl)c1C(=O)NCCc1c[nH]c2ccccc12	2	2	3	-2	2	20	2.3	4	-12
CSCCC(NC(=O)c1cccc(C)c1)C(=O)O (centres undefined)	3	-4	0	6	-1	18	0.8	9	-14
NC(=O)Nc1cc(Cl)ccc1Cl	1	4	2	-1	6	-5	0.1	21	-2
